High-throughput results as filed in PubChem.
TDP2 inh: blocks human TDP2 phosphodiesterase activity; inhibition, % at 12.8 µM; O95551; recombinant TDP2, T5PNP hydrolysis, p-nitrophenol absorbance 415 nm; hit rate 0.34% among 370,000;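 active means inhibition above the mean of all tested compounds plus 3 SD, set per campaign, cut at about 25% in these data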;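 further: 0% = DMSO with enzyme and 100% = buffer with substrate but no TDP2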
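Test system: Human TDP2 enzyme | Reagent: 5 mM T5PNP | Compound dosing: 12.8 µM single point, 1% DMSO | Incubation: Enzyme reaction with compound for 2 h at 37 °C | Technique: p-Nitrophenol epi absorbance | Read-out: % inhibition relative to enzyme-containing and enzyme-free wells | Benchmarks: High control without enzyme, low control DMSO plus TDP2 | Replicates: Singlicate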
PG9 Ab binder: binds the HIV-1 gp120 antibody PG9. TR-FRET gp120-PG9 antibody binding. inhibition, % at 6.7 µM. hit rate 0.43% among 360,000. AID 624416; in the data active means inhibition above about 8.5%
HTRA1 inh: HTRA1 (human) protease inhibition | Q92743 | recombinant HTRA1, FP-rhodamine activity-based probe, fluorescence polarization | inhibition, % at 5.96 µM | hit rate 0.5% among 340,000 | AID 504803; in the data active means inhibition above about 36%;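 further: 0% = enzyme with DMSO and 100% = wells lacking enzyme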
DDE Tn7 FP inh: DD(E)-Tn7 binding inhibition, primary FP screen; P02675; hit rate 0.13% among 370,000; FP displacement of FITC-Tn7 peptide from fibrin DD(E); 0% = median of compound wells per plate; inhibition, % at 8.3 µM;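 active means inhibition above the mean of compounds falling within the control limits plus 3 SD of them, cut at about 14% in these data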;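 further: 0% = plate median of compound wells and 100% = 10 µM Aha-Tn7 peptide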
Target sequence (P02675 whole entry, looked up): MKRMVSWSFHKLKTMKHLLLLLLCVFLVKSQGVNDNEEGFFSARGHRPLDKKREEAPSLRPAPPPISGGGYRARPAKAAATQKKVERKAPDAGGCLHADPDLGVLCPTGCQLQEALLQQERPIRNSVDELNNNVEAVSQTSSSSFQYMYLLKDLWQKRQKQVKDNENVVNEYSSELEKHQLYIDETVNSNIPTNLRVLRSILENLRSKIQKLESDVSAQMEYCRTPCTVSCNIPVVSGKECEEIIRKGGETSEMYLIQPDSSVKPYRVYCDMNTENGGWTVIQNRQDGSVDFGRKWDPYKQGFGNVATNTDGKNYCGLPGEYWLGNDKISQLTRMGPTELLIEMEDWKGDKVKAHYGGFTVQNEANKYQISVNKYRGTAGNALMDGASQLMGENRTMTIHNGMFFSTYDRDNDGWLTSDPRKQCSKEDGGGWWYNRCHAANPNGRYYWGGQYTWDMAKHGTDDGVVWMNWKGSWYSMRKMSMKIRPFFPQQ
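assay system = human clot-derived fibrin DD(E) complex | quantity = Fibrin-DD(E) at 2 µM final | timing = 10 min preincubation, 3 h with tracer, room temperature | signal = fluorescence polarization | measure = percent inhibition | benchmarks = high control wells with 10 µM unlabelled Aha-Tn7 peptide (full inhibition) | replicates = singlicate testing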
SIAE primary: blocks human sialic acid acetylesterase; SIAE FP-Rh probe binding, fluorescence polarization; inhibition, % at 9.66 µM; hit rate 0.69% among 370,000; AID 1053197;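 active means inhibition above a cutoff: mean of compounds within the control limits plus 3 SD of those, cut at about 17% in these data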;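 further: 0% = plate median of compound wells and 100% = probe without SIAE protein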
ABHD4 inh: inhibitors of mouse ABHD4. Q8VD66. hit rate 0.54% among 370,000. inhibition, % at 8.92 µM. purified mABHD4, FP-Rh probe fluorescence polarization;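 active means inhibition exceeding the mean over every tested compound plus 3 SD, cut at about 30% in these data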;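 further: 0% = plate median of compound wells and 100% = S159A mutant with DMSO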
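Test system: mouse ABHD4 enzyme, wild type. Reagent: FP-Rh fluorescent activity-based probe, added after compound pre-incubation. Timing: pre-incubation 45 min, probe exposure 60 min, at 25 °C. Technique: FP readout, ex 525 nm / em 598 nm. Benchmarks: high control S159A mutant with DMSO, low control median of compound wells.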
UHRF1 binding: UHRF1 methyl-DNA binding inhibition | UHRF1 binding to methylated oligo, TR-FRET | Q96T88 | hit rate 0.75% among 370,000 | inhibition, % at 4.4 µM; in the data active means inhibition above about 21%;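 further: UHRF1 SRA domain binding a hemimethylated CpG hairpin DNA probe; 0% = median of test compound wells and 100% = reference inhibitor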
LEDGF integ inh: blocks HIV-1 LEDGF/p75-dependent DNA integration | TR-FRET IN-LEDGF/p75 DNA integration, Eu/Cy5 | inhibition, % at 3.7 µM | hit rate 0.64% among 370,000 | AID 743269;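 active means inhibition above the screen-wide mean plus 3 SD, cut at about 13% in these data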;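 further: signal is the Cy5 over europium emission ratio at 671 and 618 nm; 0% = plate median of compound wells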
PRMT1 FP inh: PRMT1 (human) inhibition, primary screen. Q99873. recombinant PRMT1, activity-based probe fluorescence polarization. inhibition, % at 2.79 µM. hit rate 1.3% among 370,000. AID 652257;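 active means inhibition above about 21% made by adding two undisclosed values, limit read from the data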
Target sequence (Q99873 whole entry, looked up): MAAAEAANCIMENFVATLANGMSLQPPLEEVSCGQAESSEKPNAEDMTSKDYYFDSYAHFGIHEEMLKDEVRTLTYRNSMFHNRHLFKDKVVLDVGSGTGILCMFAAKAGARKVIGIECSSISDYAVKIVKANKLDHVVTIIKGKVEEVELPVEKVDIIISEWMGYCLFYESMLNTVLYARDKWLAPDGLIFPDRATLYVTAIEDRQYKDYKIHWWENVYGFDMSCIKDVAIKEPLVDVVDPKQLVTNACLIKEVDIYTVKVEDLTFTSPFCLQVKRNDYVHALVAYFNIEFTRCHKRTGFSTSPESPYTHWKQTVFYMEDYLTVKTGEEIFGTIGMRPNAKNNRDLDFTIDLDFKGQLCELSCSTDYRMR
TCR-CD3 inh: inhibitors of human TCR-CD3 interaction; TAMRA-labeled TCR probe fluorescence, biochemical; inhibition, % at 9.4 µM; hit rate 0.37% among 360,000; AID 651800; in the data active means inhibition above about 19%;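 further: recombinant mutant TCR 2C K166C tagged with TAMRA read by polarization; 0% = receptor in buffer alone and 100% = receptor with positive control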
Numbers without * were called inactive; / = not tested or not shown.

#	canonical_smiles	TDP2 inh	PG9 Ab binder	HTRA1 inh	DDE Tn7 FP inh	SIAE primary
1	COc1ccc(NC(=O)C2(C)Cc3c(-c4ccc(NC(C)=O)cc4)ccnc3O2)cc1OC (configuration not stated)	-1.0	-0.5	/	1.2	7.0
2	CCOC1=C2[C@H](c3ccccc3)N(S(=O)(=O)c3ccc(C)cc3)C(C(C)(C)C)[C@H]2C(C#N)(C#N)C(C#N)(C#N)C1 (some centres not stated)	-2.7	2.4	/	-10.7	7.1
3	O=C(CCc1ccccc1)Nc1ccccc1F	-7.0	-1.6	-0.9	3.4	1.1
4	COc1ccc(NC(=O)N(CCc2c(C)[nH]c3ccccc23)Cc2cccs2)cc1OC	-0.4	/	/	-6.2	10.1
5	O=C(NCCn1c(C(F)(F)F)nc2ccccc21)[C@H]1CCCN1c1nc(CN2CCCCC2)cs1	-23.3	-1.3	-0.3	-4.4	-1.1
6	COCC(C)n1c(C)cc(C(=O)CSc2nnc(N)s2)c1C (configuration not stated)	-1.0	1.0	-1.9	5.7	-1.8
7	OC(COCC(F)(F)C(F)(F)C(F)(F)C(F)F)Cn1c2ccccc2c2ccccc21 (configuration not stated)	-8.8	0.2	-14.5	-2.7	-16.1
8	CN(c1ccc(C(=O)N2CCN(Cc3ccccc3)CC2)cc1)S(=O)(=O)c1ccc(Cl)cc1	-8.1	-1.2	-13.2	0.6	1.5
9	CCOc1cc(C(=O)O)cc(Cl)c1OC	6.5	0.0	0.1	-3.3	-1.0
10	Cc1ccc(C(=O)NC(=S)/C=C2\N(C)c3ccccc3C2(C)C)cc1	-11.1	-1.4	-14.9	-9.0	-25.7
11	Cc1cn([C@@H](CCCCN)C(=O)NCCCCCCCCCCC(=O)N2CCNCC2)nn1	2.7	-1.9	-1.9	-0.1	3.1
12	O=C1C2C3C=CC(C3)C2C(=O)N1CCc1ccccc1 (configuration not stated)	-0.6	0.3	4.4	10.4	0.7
13	CCOc1ccc(Nc2oc(-c3cccs3)nc2C#N)cc1	-4.8	-2.1	-1.4	0.5	4.4
14	COCCCNC(=O)c1csc([C@H]2C[C@H](O)[C@@H](CO)O2)n1	-9.3	1.4	/	5.1	0.0
15	COc1ccc(Cl)cc1S(=O)(=O)N(C)CC(=O)NCc1ccc2c(c1)OCO2	-21.8	-3.5	-2.5	-3.8	-0.5

#	ABHD4 inh	UHRF1 binding	LEDGF integ inh	PRMT1 FP inh	TCR-CD3 inh
1	-6.8	4.2	2.0	-1.7	-10.4
2	1.2	-0.9	-0.5	-0.1	1.9
3	-1.2	7.0	4.5	2.0	-2.3
4	4.6	2.7	-2.2	3.7	/
5	-1.0	8.7	4.0	-1.6	-7.1
6	-0.1	-1.4	-1.5	2.3	-4.7
7	-40.4	2.3	-4.9	2.4	-5.0
8	-0.5	0.9	0.1	-2.3	5.7
9	-4.8	1.3	4.4	1.3	-1.9
10	-51.9	-4.9	-1.0	5.7	2.4
11	6.0	15.9	1.2	-2.4	2.5
12	2.4	-3.0	0.6	-0.3	-1.2
13	-4.6	2.2	2.8	3.3	1.3
14	0.0	-1.3	-1.5	2.9	0.9
15	-4.8	3.0	3.8	-2.9	-8.3

More compounds:
#	canonical_smiles	TDP2 inh	PG9 Ab binder	HTRA1 inh	DDE Tn7 FP inh	SIAE primary
16	COc1ccc(-c2nc3ccccc3[nH]2)cc1	5.1	-1.7	-2.3	-2.1	7.5
17	CCOC(=O)C1CCCCN1C(=O)CCc1c(C)nc2cc(-c3ccccc3)nn2c1C (configuration not stated)	-5.9	-2.6	3.0	4.7	4.0
18	O[C@H]1CN(Cc2cccs2)[C@@H](c2ccccc2)C[C@@H]1n1cc(-c2ccc(F)cc2)nn1	0.9	-1.2	-59.6	-4.7	-8.0
19	CCOc1nc(C)ccc1-c1noc(-c2ccncc2)n1	7.6	-1.2	-0.6	-6.2	-2.1
20	CC(C)[C@H](NC(=O)C1CCN(S(=O)(=O)c2ccc(F)cc2)CC1)C(=O)N1CCCC1	-7.4	-0.8	2.4	-3.6	0.7
21	COc1ccc(NC(=O)CN(C)C(=O)c2cc(C)oc2C)cc1	-2.9	-0.1	-2.4	-3.5	7.3
22	COc1cccc(NC(=O)N2CCc3nc(Nc4ccc(C(C)C)cc4)ncc3C2)c1	-2.4	-0.3	/	-3.5	-3.7
23	COC1=CC(=O)CC(C)C12Oc1c(Cl)c(OC)cc(OC)c1C2=O (configuration not stated)	-8.5	-0.3	4.1	-2.8	0.6
24	O=c1[nH]c(SCc2ccc(Cl)cc2)nc2c1CCC2	-5.2	0.7	-3.6	-7.2	-1.6
25	C=CCNC(=O)CSc1nc2cc(C(=O)OCC)ccc2n1CC	12.2	-0.6	-0.6	-4.4	5.8
26	O=C1OC(c2ccc(Br)cc2)=N/C1=C\c1ccco1	4.4	0.8	/	-0.9	3.1
27	O=C(NCc1ccncc1)c1cnccn1	6.6	-0.2	-5.8	-1.4	-0.1
28	C[C@H](CO)N1C[C@H](C)[C@H](CN(C)S(=O)(=O)c2cccc(F)c2)Oc2ncc(-c3cccc(C(=O)N(C)C)c3)cc2C1=O	-13.5	-0.6	-1.5	-10.2	-4.8
29	CCOc1c(Br)cc(C(=O)N2CCCN(C)CC2)cc1OC	8.2	-2.2	3.1	1.1	2.5
30	COc1ccccc1N1CCN(C2CCCN(S(=O)(=O)c3ccccc3)C2)CC1 (configuration not stated)	-10.2	-1.8	3.6	5.3	3.4

#	ABHD4 inh	UHRF1 binding	LEDGF integ inh	PRMT1 FP inh	TCR-CD3 inh
16	-12.3	2.3	0.3	-0.5	-1.4
17	-1.6	0.4	-3.1	-1.5	-3.8
18	-2.1	2.2	-0.9	9.3	-4.3
19	4.2	0.3	2.0	-2.4	-2.1
20	-2.6	3.1	2.3	-3.9	-3.8
21	0.4	0.6	1.6	-0.8	5.0
22	-12.2	-1.2	-0.2	-3.6	-3.8
23	-6.0	0.8	2.2	-3.1	2.0
24	-1.2	0.2	0.9	-0.1	1.8
25	3.0	-0.9	0.1	-2.6	3.1
26	15.3	3.1	10.4	6.5	4.8
27	1.8	-0.9	2.6	1.6	1.2
28	-6.9	-0.4	3.2	-1.4	-5.8
29	3.3	1.1	-1.8	-0.9	-0.4
30	8.7	0.7	1.9	-1.0	4.8

Complete entries, quoted from the list:
CCOc1ccc(Nc2oc(-c3cccs3)nc2C#N)cc1 as listed: TDP2 inh: -4.8; PG9 Ab binder: -2.1; HTRA1 inh: -1.4; DDE Tn7 FP inh: 0.5; SIAE primary: 4.4; ABHD4 inh: -4.6; UHRF1 binding: 2.2; LEDGF integ inh: 2.8; PRMT1 FP inh: 3.3; TCR-CD3 inh: 1.3
Cc1ccc(C(=O)NC(=S)/C=C2\N(C)c3ccccc3C2(C)C)cc1 as listed: TDP2 inh: -11.1; PG9 Ab binder: -1.4; HTRA1 inh: -14.9; DDE Tn7 FP inh: -9.0; SIAE primary: -25.7; ABHD4 inh: -51.9; UHRF1 binding: -4.9; LEDGF integ inh: -1.0; PRMT1 FP inh: 5.7; TCR-CD3 inh: 2.4

Screen by screen, as entered above:
Compounds 22–27 in TDP2 inh read -2.4, -8.5, -5.2, 12.2, 4.4, 6.6
Compounds 22–27 in PRMT1 FP inh read -3.6, -3.1, -0.1, -2.6, 6.5, 1.6

Further results
#	canonical_smiles	TDP2 inh	PG9 Ab binder	HTRA1 inh	DDE Tn7 FP inh	SIAE primary
31	CN1CCN(C(=O)C2CCC(=O)N(CCc3cccc(F)c3)C2)CC1 (configuration not stated)	-9.8	0.8	8.1	-1.6	-4.2
32	Cn1c(CNc2nc(-c3ccccc3)cs2)nnc1SCC(=O)N1CCc2ccccc21	-8.9	-3.9	-0.1	-5.2	-3.0
33	O=c1c2ccccc2ncn1-c1ccccc1C(F)(F)F	-2.5	-1.2	0.1	3.6	7.3
34	Cc1ccc2c(C)c(C(=O)N3CCN(c4ccncc4)CC3)oc2c1C	-4.5	0.1	11.4	1.4	-9.3
35	Cc1ccc(CSCC(=O)N2CCN(c3ccccc3)CC2)cc1	15.0	-0.9	4.5	2.3	-0.1
36	N#C/C(=C/c1cn(-c2ccccc2)nc1-c1cccc(S(=O)(=O)N2CCOCC2)c1)C(=O)NCc1ccco1	2.6	-2.9	1.4	-2.4	-3.3
37	CC(C)c1cccc(-c2csc(C(O)c3ccco3)n2)c1 (configuration not stated)	0.0	-0.4	/	-6.0	0.1
38	CC(=O)Nc1ccc(S(=O)(=O)N2CCN(c3ncccn3)CC2)cc1	-1.4	-1.7	-4.0	-2.3	-0.9
39	O=C(NC(=S)Nc1ccc2[nH]c(=O)[nH]c2c1)c1cncc(Br)c1	-2.3	-3.7	-1.8	8.4	1.6
40	CCOC(=O)c1ccc(N2C(=O)CC(Sc3nc(C)cc(C)n3)C2=O)cc1 (configuration not stated)	-1.5	-0.4	1.7	0.2	0.2
41	CCc1cc(=O)oc2cc(OC(C)C(=O)O)c(Cl)cc12 (configuration not stated)	2.4	-1.5	-0.6	-2.3	9.0
42	CC(C)Oc1cccc(C(=O)C2CCCN(C(=O)c3ccoc3)C2)c1 (configuration not stated)	0.0	-2.9	1.1	0.5	3.6
43	CCc1ccccc1NC(=O)CC(O)(C(=O)OC)C(F)(F)F (configuration not stated)	3.6	0.1	9.7	2.0	2.4
44	Oc1ccc(C[C@@H]2CNCCN2CCc2cc(C(F)(F)F)cc(C(F)(F)F)c2)cc1	-10.8	-1.2	10.8	-2.5	2.0
45	CC1CC(OCC(O)CN2CCOCC2)CC(C)(C)C1 (configuration not stated)	-3.1	-0.1	-1.0	5.8	-4.8
46	Cc1ccccc1NC(=O)c1nn(C)c(C(=O)Nc2ccccc2C)c1[N+](=O)[O-]	-1.8	2.1	7.0	-0.9	5.5
47	CC(=O)c1ccc(N2CCN(C(=O)Cc3cccs3)CC2)cc1	16.1	-1.2	0.5	-2.1	3.2

#	ABHD4 inh	UHRF1 binding	LEDGF integ inh	PRMT1 FP inh	TCR-CD3 inh
31	2.3	-2.7	7.1	-2.8	4.0
32	24.7	-1.9	-0.7	1.5	7.0
33	2.3	-2.8	-0.7	-3.7	4.1
34	2.2	-1.2	-0.9	0.1	4.3
35	5.1	3.7	0.8	0.7	1.0
36	-1.1	-5.4	-2.0	23.5*	-4.2
37	-4.4	2.4	0.5	-0.4	-4.1
38	4.0	-0.9	-3.5	3.5	-1.4
39	7.0	-0.4	-0.4	1.9	9.3
40	-7.1	-0.3	3.0	4.8	5.3
41	-4.2	-2.8	-0.3	1.3	0.9
42	-4.7	1.8	1.0	-0.1	-1.7
43	-7.2	-4.2	1.8	-3.5	4.4
44	12.8	-6.0	2.8	-0.2	4.7
45	2.7	3.6	-3.8	0.8	-4.2
46	-2.5	-2.5	-1.4	-1.1	-0.9
47	-3.2	-1.7	-1.3	-2.2	6.5

Hits appear at their usual frequency; any-hit rate near 4.2%.
